KCNK9 block: human KCNK9 channel inhibition. HEK293 KCNK9, FluxOR thallium flux fluorescence; stronger effect = lower value. B-score at 10 µM. 310,000 tested, 1.2% active. AID 488922;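 active means ratio B-score over 3 SD below the library mean, with starting fluorescence within 5 SD of its mean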;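 further: negative B-score means less thallium flux so channel inhibition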
Target sequence (Q9NPC2 whole entry, looked up): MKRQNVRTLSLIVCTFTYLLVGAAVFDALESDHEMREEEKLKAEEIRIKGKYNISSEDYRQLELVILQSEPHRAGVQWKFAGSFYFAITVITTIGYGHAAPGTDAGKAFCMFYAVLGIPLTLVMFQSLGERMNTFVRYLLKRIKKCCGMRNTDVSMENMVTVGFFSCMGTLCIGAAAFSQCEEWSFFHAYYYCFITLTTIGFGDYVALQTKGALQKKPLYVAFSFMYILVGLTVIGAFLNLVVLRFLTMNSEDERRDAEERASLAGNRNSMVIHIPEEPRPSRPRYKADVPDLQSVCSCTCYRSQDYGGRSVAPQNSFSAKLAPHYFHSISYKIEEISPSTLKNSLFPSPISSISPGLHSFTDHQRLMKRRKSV
KCNQ1 act: potentiates or activates the human KCNQ1 potassium channel | 310,000 tested, 0.35% active | B-score at 10 µM | P51787 | CHO-K1 KCNQ1, thallium flux FluxOR fluorescence; stronger effect = higher value | AID 2648;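 active means fluorescence ratio B-score, a plate-corrected score, at least three library SD, with initial intensity B-score within 5 SD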
Target sequence (P51787 whole entry, looked up): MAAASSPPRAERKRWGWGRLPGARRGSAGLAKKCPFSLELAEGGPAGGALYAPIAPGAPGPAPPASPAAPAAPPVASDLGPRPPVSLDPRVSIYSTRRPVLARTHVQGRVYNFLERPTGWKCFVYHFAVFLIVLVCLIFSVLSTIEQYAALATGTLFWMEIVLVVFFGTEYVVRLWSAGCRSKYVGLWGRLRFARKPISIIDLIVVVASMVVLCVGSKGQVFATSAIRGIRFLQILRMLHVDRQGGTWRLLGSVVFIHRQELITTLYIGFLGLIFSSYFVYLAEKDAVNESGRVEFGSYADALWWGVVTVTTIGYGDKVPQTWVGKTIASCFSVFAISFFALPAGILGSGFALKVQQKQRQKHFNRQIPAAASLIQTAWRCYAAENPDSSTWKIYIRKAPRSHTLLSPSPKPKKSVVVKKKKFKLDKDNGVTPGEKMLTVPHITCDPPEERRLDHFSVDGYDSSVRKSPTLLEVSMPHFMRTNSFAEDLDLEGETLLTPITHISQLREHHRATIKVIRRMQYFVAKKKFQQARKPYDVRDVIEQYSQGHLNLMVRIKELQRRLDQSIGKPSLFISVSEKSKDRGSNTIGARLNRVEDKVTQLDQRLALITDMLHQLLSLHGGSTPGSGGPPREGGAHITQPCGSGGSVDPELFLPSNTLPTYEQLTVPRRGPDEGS
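System: CHO-K1 cells stably expressing KCNQ1 / Medium: assay buffer for compound exposure, DMSO matched across wells / Reagent: thallium- and potassium-containing depolarizing buffer / Compound: one concentration, matched DMSO / Incubation: 20 min compound pretreatment at room temperature / Measured by: kinetic FluxOR fluorescence, 10 s baseline plus 110 s post-stimulus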
KCNQ1 inh: inhibitors of human KCNQ1 potassium channel | P51787 | CHO-K1 KCNQ1, FluxOR thallium flux fluorescence; stronger effect = higher value | B-score at 10 µM | 310,000 tested, 1.3% active | AID 2642;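 active means compounds whose thallium flux B-score, printed positive for inhibition, exceeds three library SD while starting fluorescence stays within three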;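 further: channel opened by potassium depolarization with thallium stimulus after 20 min compound exposure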
KCNK3 block: human KCNK3 channel inhibition, primary screen; O14649; CHO-KCNK3 thallium flux, FluxOR fluorescence; stronger effect = lower value; 340,000 tested, 0.84% active; B-score at 10 µM;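 active means B-score under library mean minus 4 SD, starting fluorescence ratio at most library mean plus 5 SD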;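 further: more negative B-score means stronger inhibition of thallium flux through KCNK3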
GSK3beta inhib: blocks human GSK3beta kinase activity; P49841; GST-GSK3beta kinase, ADP-Glo luminescence, 60 min; stronger effect = lower value; activity score (negative = inhibition), % at 10 µM; 300,000 tested, 0.038% active; AID 2097;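 active means more than half of replicate wells score below -50%, meaning over 50% inhibition versus plate controls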;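 further: 0% = median DMSO wells and -100% = median GW8510 positive control wells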
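Test system – GST-tagged human GSK3beta kinase, cell-free · Incubation – 60 min enzyme reaction, room temperature · Signal – ADP-Glo luminescence · Also added – peptide substrate and ATP at 25 µM · Controls – DMSO neutral wells and GW8510 at 20 µM as positive · Buffer or medium – Tris/MgCl2 kinase buffer · Measure – Luminescence-derived activity versus plate DMSO and GW8510 wells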
hERG protect: shields human hERG channel from block by proarrhythmic agents. Q12809. CHO-hERG, FluxOR thallium flux, dofetilide IC70 present. activation (rescue from dofetilide block), less the hit threshold, % at 10 µM. 310,000 tested, 0.51% active. AID 1511;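 active means activation above the mean of controls blocked by dofetilide plus 5 SD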;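 further: thallium influx through hERG after potassium depolarization seen as dye fluorescence rise; in these data hits start at about 4.7%; inactives centre near -7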
GSK3 alpha inh: human GSK-3 alpha kinase inhibition; ADP-Glo luminescence, 60 min; inhibition, % at 10 µM; 320,000 tested, 0.1% active; AID 2650; P49840;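 in the data active means inhibition above about 50%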;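 further: GST-tagged GSK-3 alpha with peptide substrate and 25 µM ATP; 0% = DMSO neutral wells and 100% = GW8510 positive control wells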
DYRK1A inh: blocks rat Dyrk1A kinase activity. Q63470. ADP-Glo luminescence, NFATc1 peptide. inhibition, % at 12.5 µM. 310,000 tested, 0.43% active. AID 504441; in the data active means inhibition above about 50%;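 further: plate controls were vehicle with enzyme for no effect and no enzyme for full effect; many of its hits are not listed in these tables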
RGS4 inh: human RGS4 inhibition. P49798. HEK293 M3R/RGS4 inducible, Fluo-4 calcium flux; stronger effect = higher value; triggered by carbachol at its EC20. B-score at 10 µM. 310,000 tested, 0.45% active. AID 463165;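 active means B-score, a plate-corrected calcium signal, over three deviations above library mean, with baseline fluorescence within five deviations of library mean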;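 further: RGS4 expression induced by doxycycline in cells with stable M3 receptor; B-score is computed from the integrated fluorescence ratio over baseline after carbachol; higher B-score means a larger calcium signal and so more RGS4 inhibition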
RGS4 act: potentiators or activators of RGS4; 310,000 tested, 0.92% active; AID 463111; B-score at 10 µM; HEK293 M3R/inducible RGS4, carbachol calcium flux Fluo4; stronger effect = lower value;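 active means B-score of the integrated calcium signal more than 4 SD below the library mean, with starting fluorescence not abnormally high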;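 further: negative B-score means reduced calcium response which marks RGS4 activation or potentiation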
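Assay system: Inducible-RGS4 HEK293 cells carrying M3 receptor | Schedule: Compound preincubation 20 min at room temperature before agonist | Signal: Kinetic calcium fluorescence imaging with Fluo4-AM dye, 2 µM | Read-out basis: B score from integrated fluorescence ratio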
PolyA inh: inhibitors of polyadenylation in S. cerevisiae; S. cerevisiae SKY197-pL101 polyadenylation reporter, beta-gal luminescence; efflux-impaired pdr1/pdr3 knockout yeast; score 100 = 6 SD above DMSO; calls only at 12 µM; 300,000 tested, 0.02% active;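 active means lowest replicate activity score at least 50, where 100 means six control SD above control mean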;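 further: yeast exposed to compound for 9 h at 30 °C; higher score means more reporter readthrough which indicates perturbed polyadenylation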
An asterisk follows results filed as active; i = inactive; . = no result given; & = joins results of further samples. Some of the compounds tested; count on the stated rates, not on these rows.

SMILES	KCNK9 block	KCNQ1 act	KCNQ1 inh	KCNK3 block	GSK3beta inhib	hERG protect	GSK3 alpha inh	DYRK1A inh	RGS4 inh	RGS4 act	PolyA inh
COc1cc(NC(=O)C2CCC(CNc3c(N4CCC(C)CC4)c(=O)c3=O)CC2)cc(OC)c1 (stereo not drawn)	i	i	i	i	0	-8	0	-4&-3	i	i	i
O=C1c2ccccc2C(O)N1Cc1ccc2c(c1)OCO2 (stereo not drawn)	i	i	i	i	0	-7	-3	1	i	i	i
CCc1ccc(NC(=O)c2cc(CC(C)C)on2)cc1	i	i	i	i	-3	-7	-4	-5	i	i	i
COc1cc(NC(=S)NC(=O)c2ccc(F)cc2)ccc1NC(=O)c1ccco1	i	i	i	i	0	-7	-1	-4	i	i	i
O=C(Oc1ccccc1N1CCOCC1)c1sccc1Br	i	i	i	i	-1	-6	0	.	i	i	i
CS(=O)(=O)N(CCc1ccccc1)CC(=O)N1CCN(c2ccccc2F)CC1	i	i	i	i	-39	-4	1	-3	i	i	i
COc1ccc(C)cc1NC(=O)c1sc2ncn(CC(=O)N3CCCCC3)c(=O)c2c1C	i	i	i	i	-1	-7	1	-5	i	i	i
CN(C)S(=O)(=O)c1cccc(NC(=O)C2Cc3ccccc3CN2C(=O)c2ccco2)c1 (stereo not drawn)	i	i	i	i	0	-13	3	2	i	i	i
CCOCC(O)CS(=O)Cc1ccccc1 (stereo not drawn)	i	i	i	i	2	-4	1	-5	i	i	i
Cc1nc(Nc2cccc(F)c2)c2oc3ccccc3c2n1	i	i	i	i	1	-7	-2	-1	i	i	i
CN(C(=O)c1ccno1)c1nnc(-c2cccnc2)s1	i	i	i	i	10	-6	1	2	i	i	i
O=C(CSc1ncn[nH]1)N/N=C/c1ccc(F)cc1	i	i	i	i	-2	-5	4	7	i	i	i
O=S(=O)(NCCCc1ccccc1)c1ccc(Cl)cc1	i	i	i	i	5	-13	-5	11	i	i	i
COc1ccc(C2C([N+](=O)[O-])=C(C)N(C)C(=O)N2C)cc1OC (stereo not drawn)	i	i	i	i	-1	0	0	-2	i	i	i
CCOC(=O)C1=C(C)N(c2ccccc2)C(=O)/C1=C\c1cccs1	i	i	i	i	1	-7	1	-5	i	i	i
CCN(CC(=O)Nc1c(F)cccc1F)C(=O)Cc1csc(-c2ccc(OC)c(OC)c2)n1	i	i	i	i	-7	-9	0	-8	i	i	.
COc1ccc(C(=O)CC(=O)C(=O)NCCc2cccc(C)c2)cc1	i	i	i	i	10	-7	1	.	i	i	i
Cc1c(C#N)c(NC(=O)CCl)n(Cc2ccc(F)cc2)c1C	i	i	i	i	0	-8	-1	-8	i	i	i
OCCNc1nc(Nc2ccccc2C(F)(F)F)nc(N2CCCC2)n1	i	i	i	i	2	-9	-1	.	i	i	i
Cc1ccc(-c2csc(C3=C(O)CN(NC(=O)c4ccco4)C3=N)n2)cc1	i	i	i	i	-3	-2	-1	-5	i	i	i
CCC(Oc1ccc(F)cc1)C(=O)N1CCCCCCC1 (stereo not drawn)	i	i	i	i	1	0	0	-3	i	i	i
O=C1c2ccccc2C(=O)c2c1cccc2N1CCCC1	i	i	i	i	-2	-9	3	49	i	i	i
CCN(CC)S(=O)(=O)c1cc(C(=O)OCC(=O)Nc2c(F)cccc2F)ccc1F	i	i	i	i	1	-10	0	-3	i	i	i
CN1CCc2c(sc(N)c2C(=O)O)C1	i	i	i	i	-2	-11	0	-3	i	i	i
CN(C)c1ccc(NC(=O)CSc2nc3ccccc3c(=O)n2C2CCCCC2)cc1	i	i	i	i	3	-6	-1	-7	i	i	i

The closing 2 compounds of the part before lead into the next:
SMILES	KCNK9 block	KCNQ1 act	KCNQ1 inh	KCNK3 block	GSK3beta inhib	hERG protect	GSK3 alpha inh	DYRK1A inh	RGS4 inh	RGS4 act	PolyA inh
CN1CCc2c(sc(N)c2C(=O)O)C1	i	i	i	i	-2	-11	0	-3	i	i	i
CN(C)c1ccc(NC(=O)CSc2nc3ccccc3c(=O)n2C2CCCCC2)cc1	i	i	i	i	3	-6	-1	-7	i	i	i
CCc1nnc(NC(=O)CCS(=O)(=O)c2ccc(C)cc2)s1	i	i	i	i	3	-15	-1	-1	i	i	i
COc1cc(C(=O)NC2CCN(CC(=O)NC3CCCCC3C)CC2)cc(OC)c1OC (stereo not drawn)	i	i	i	i	3	-4	-3	10	i	i	i
O=C(N/N=C/c1c(O)ccc2ccccc12)c1ccc(CO)nc1	i	i	i	i	-4	-25	-1	5	i	i	i
O=C(Nc1cccnc1)c1ccccc1Cl	i	i	i	i	2	-3	-2	3	i	i	i
CC12CCC(C(=O)Nc3cccc(Cl)c3Cl)([C@H](Br)C1=O)C2(C)C (stereo partly drawn)	i	i	i	i	0	-7	-2	1	i	i	i
Nc1nncn1C(=O)c1ccc(Cl)cc1Cl	i	i	i	i	-1	-11	-1	1	i	i	i
O=C(NCCC1=CCCCC1)C1CCN(Cc2cnn(-c3ccccc3)c2-n2cccc2)CC1	i	i	i	i	-1	-16	0	8	i	i	i
Cc1ccc(N=C2NC(=O)/C(=C/C=C/c3ccco3)S2)cc1	i	i	i	i	-2	-5	0	-11	i	i	i
CCOC(=O)N1CCN(C(=O)c2c[nH]c3ccc(S(=O)(=O)N(C)c4ccc(OCC)cc4)cc3c2=O)CC1	i	i	i	i	0	-8	-3	-3	i	i	i
O=C(c1cccs1)N1CCN(C23CC4CC(CC(C4)C2)C3)CC1	i	i	i	i	0	0	-3	8	i	-7.3*	i
CC1(C)CC(NC(=O)c2cc(S(=O)(=O)N3CCOCC3)c(Cl)cc2Cl)CC(C)(C)N1	i	i	i	i	3	-20	-7	1	i	i	i
COc1cc(S(=O)(=O)Nc2ncn[nH]2)ccc1Cl	i	i	i	i	0	-1	-3	18	i	i	i
CC(=O)c1ccc(NC(=O)/C(=C\c2ccccc2)NC(=O)/C=C/c2ccccc2)cc1	i	i	i	i	3	4	.	-6	i	i	i
Cn1c(-c2ccccc2)cnc1SCC(=O)NCc1ccco1	i	i	i	i	0	-3	1	-5	i	i	i
O=C(CSc1ccc2ccccc2n1)NCc1ccc2c(c1)OCO2	i	i	i	i	-5	-10	2	1	i	i	i
COc1ccc(NC(=O)C(c2ccccc2)N(C)C(=O)CNC(C)=O)cc1 (stereo not drawn)	i	i	i	i	-3	-13	-1	7	i	i	i
CCCCNC(=O)C1c2cc(OC)c(OC)cc2C(=O)N(C)C1c1cccs1 (stereo not drawn)	i	i	i	i	1	0	8	2	i	i	i
COc1cccc(-c2nnc(SCC(=O)N3CCCc4ccccc43)o2)c1	i	i	i	i	1	-12	-2	10	i	i	i
CCN(CC)c1nc(Nc2ccccc2)nc(Oc2ccc(C(=O)OC)cc2)n1	i	i	i	i	0	-9	-2	2	i	i	i
Cc1ccc(S(=O)(=O)Oc2ccc(/C=N/NC(=O)c3cccnc3)cc2)cc1	i	i	i	i	-1	-4	-1	-4	i	i	i
Cc1ccc(CC(=O)NC(C)CCc2ccccc2)cc1 (stereo not drawn)	i	i	i	i	0	-2	-3	7	i	i	i
O=C(CN1CCc2ccccc2C1)Nc1cccc(S(=O)(=O)N2CCCC2)c1	i	i	i	i	1	-15	0	.	i	i	i
Nc1c(S(=O)(=O)c2cccs2)c2nc3ccccc3nc2n1Cc1ccccc1	i	i	i	i	2	-23	-3	-1	i	i	i
Cc1ccc(N(CN2C(=O)C3C4CCC(C4)C3C2=O)C(=O)c2ccco2)cc1 (stereo not drawn)	i	i	i	i	0	-1	-5	-3	i	i	i
Cc1ccccc1NC(=O)Cn1nc(-c2ccccc2)nc1-c1ccccc1	i	i	i	i	3	-11	-1	1	i	i	i

(more compounds)
SMILES	KCNK9 block	KCNQ1 act	KCNQ1 inh	KCNK3 block	GSK3beta inhib	hERG protect	GSK3 alpha inh	DYRK1A inh	RGS4 inh	RGS4 act	PolyA inh
CCN(CC(=O)NCc1ccc(Cl)cc1)C(=O)/C=C/c1cc(OC)c(OC)c(OC)c1	i	i	i	i	4	-6	0	-8	i	i	i
Cc1ccc2nc(NC(=O)C3CCCN(S(=O)(=O)c4cnc[nH]4)C3)sc2c1 (stereo not drawn)	i	i	i	i	-1	0	-4	-5	i	i	i
CCOC(=O)C1(Cc2ccccc2)CCN(Cc2csc(C(C)=O)c2)CC1	i	i	i	i	2	-7	-2	-2	i	i	i
CCCOc1ccc(C(=O)NNC(=S)NC(=O)c2cc(-c3ccc(Cl)cc3)nc3ccccc23)cc1	i	i	i	i	-2	-10	-3	-2	i	-9*	i
CCCn1c(SCC(=O)Nc2ccccc2N2CCCCC2)nc2c1c(=O)n(C)c(=O)n2C	i	i	i	i	2	-8	-2	.	i	i	i
O=C(CSc1nc(C(F)(F)F)cc(=O)[nH]1)Nc1ccc2c(c1)OCCO2	i	i	i	i	6	-6	-3	-4	i	i	i
CCCC(=O)NNc1cc(=O)c2c(=O)n(C)c(=O)n(C)c2[nH]1	i	i	i	i	0	-6	-3	3	i	i	i
CCc1noc(C)c1C(=O)Nc1cc(Cl)ccc1N1CCOCC1	i	i	i	i	4	-15	-2	1	i	i	i
CCOc1ccc(N(CC(=O)NCc2ccccc2)C(=O)Cn2nnc(-c3ccc(C)o3)n2)cc1	i	i	i	i	-1	-3	1	2	i	i	i
Cc1ccccc1OCC(=O)Nc1ccc2c(c1)Cc1ccccc1-2	i	i	i	i	2	-4	1	3	i	i	i
O=C(O)CNC(=O)c1ccc(OC(F)F)cc1	i	i	i	i	1	-1	-4	-4	i	i	i
Cc1cc2c3c([nH]c2cc1S(=O)(=O)N1CCC2(CC1)OCCO2)CC(C)(C)CC3=O	i	i	i	i	-1	-4	0	0	i	i	i
O=C(O)CNC(=S)N(Cc1ccccc1Cl)C1CCCC1	i	i	i	i	3	-19	-3	-6	i	i	i
c1ccc(-c2csc(N3CCCCCC3)n2)cc1	i	i	i	i	3	-5	2	5	i	i	i
C/C(=C/C=N/Nc1nc(N2CCCCC2)nc(N2CCCCC2)n1)c1ccccc1	-8.7*	i	i	i	1	-13	-3	-1	i	i	i
O=C(CSc1ccc(F)cc1)NC(=O)NCc1ccccc1	i	i	i	i	4	-4	-3	5	i	i	i
Cc1[nH]n(-c2ccccc2)c(=O)c1/C=N/NC(=O)c1ccoc1C	i	i	i	i	1	-11	0	0	i	i	i

Source: PubChem BioAssay (several laboratories)
